Bioassay records as filed in PubChem.
CSM14.1 death rescue: protection against thapsigargin-triggered cell killing – 384-well, CSM14.1, ATP luminescence, primary screen (AID 1222). CSM14.1 thapsigargin-induced death rescue, ATP luminescence; higher % means a stronger effect. one-dose cellular ATP content (survival), % at 20 µM; EC50 in µM for titrated hits. 190,000 tested, under 10 active;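 active = EC50 below 50 µM in the dose-response confirmation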;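 note: death triggered by thapsigargin at about 15 µM added after 2 h compound pretreatment; cell ATP read after overnight thapsigargin exposure of roughly 18 to 22 hours; normalized against plate controls of thapsigargin alone and 5% DMSO vehicle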
MT stabilizer: microtubule stabilizers in HeLa cells | HeLa tubulin immunostaining HCS, 24 h; share of cells brighter than vehicle mean+2SD | 0.83% of 200,000 active | % tubulin-high responders, % at 10 µM;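 active = plate Z-score above 3 for both tubulin-high and condensed-nucleus cell shares, with cell loss under 80%, at 10 µM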;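 note: anti alpha tubulin signal scored within the nucleus-defined area of each cell; some results filed as inactive read as strong as hits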
T cell modulator: T cell immune modulation candidate; 2C CD8+ T cell-vesicle binding, flow cytometry; hits give low values; calls only at 7 µM; 0.068% of 330,000 active;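 active = response, share of CD8 T cells binding vesicles, and their 90th percentile fluorescence all below set limits, cut at about 80% in these data, passing the limit was not always enough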
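System: murine 2C transgenic CD8+ T lymphocytes; also added: QL9-loaded Drosophila micro-vesicles; times: binding 1.5 h at 37 °C; measured by: flow cytometry, PE anti-B7-1 (FL2) versus Alexa647 anti-CD8 (FL8), PFA-fixed; control set: Peptide-free naked vesicles (low) and QL9 vesicles with 0.7% DMSO vehicle (high)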
Autophagy HCS: alters autophagy in cells; calls only at 10 µM (by protocol); 0.98% of 190,000 active; MEF GFP-LC3 puncta imaging; test concentration mostly 10 µM;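 active = percentage of spot-positive cells more than 3 SD above its plate mean, without a fluorescence outlier flag or 80% toxicity; inconclusive = no clear call, values can overlap the other calls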;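 note: spot-positive cell cutoff set from DMSO-treated cells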
Dynein transport: dynein cargo transport inhibition. 3617.4 mouse cells, GR-EGFP nuclear translocation imaging; test concentration mostly 20 µM; stimulated with dexamethasone, 1 µM; hits give low values. z-score, hits read low. 0.47% of 220,000 active;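 active = plate z-score of nuclear minus cytoplasmic receptor signal below a set negative limit, without overly bright fluorescence or cell loss, cut at about -3.5 in these data, passing the limit was not always enough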;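 note: z-score of nuclear minus cytoplasmic ring GR-EGFP intensity difference per well; some compounds called inactive have numbers as strong as hits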
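Schedule: 48 h induction, then 1 h compound, then 30 min agonist, 37 °C. Buffer or medium: tetracycline-free induction medium containing charcoal-stripped FBS. Reagent: 1.0 µM final dexamethasone stimulus. Evaluation: nuclear versus cytoplasmic GR-EGFP signal, averaged per well. Signal: high-content fluorescence imaging after fixation.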
Salmonella PhoP GFP: PhoP-dependent GFP reporter repression – Salmonella Typhimurium, primary screen (AID 1863). S. Typhimurium PhoP-regulated promoter GFP reporter, 4 h; higher % means a stronger effect. one-dose inhibition, % at 50 µM; IC50 in µM for titrated hits. 0.16% of 300,000 active;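 active = inhibition over 29.93%, a cutoff 3 SD above the screen mean, later confirmed by dose response; inconclusive = inhibition over 29.93% but no dose response follow-up; inactive = inhibition at most 29.93% or unconfirmed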;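 note: 0% = low Mg2+ inducing control and 100% = high Mg2+ repressing control; strong numbers were not always called active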
Lipid droplet: hepatic lipid droplet formation modulation. AML12 mouse hepatocytes, oleate lipid droplets, BODIPY imaging. inhibition, % at 6.5 µM. 0.4% of 240,000 active. AID 1656;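 active = lipid droplet intensity inhibited by at least 50%, with more than 500 cells counted; inconclusive = wells with under 300 cells, treated as cytotoxic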
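Test system: AML12 mouse liver cells; schedule: overnight exposure; technique: high-content imaging of BODIPY-stained droplets and DAPI nuclei; read-out: % inhibition of corrected integrated BODIPY droplet signal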
b-catenin transl: beta-catenin nuclear translocation modulation; AID 1665; HeLa beta-catenin nuclear translocation, immunofluorescence imaging; nuclear translocation activity, % at 5 µM; 0.3% of 190,000 active;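 active = nuclear translocation activity above 50% at 5 µM, with a well cell count of 50 or more; inconclusive = wells under 50 cells across six images, flagged as toxic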;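 note: per-cell ratio of nuclear to cytoplasmic median beta-catenin stain intensity; plate controls were DMSO negative control for no effect and GSK-3 inhibitor IX positive control for full effect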
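Test system: HeLa cells, endogenous beta-catenin; Compound: single 5 µM dose plus 0.02–20 µM confirmation series; Times: compound exposure 24 h at 37°C; Signal: fluorescence imaging of beta-catenin antibody stain plus DAPI; Read-out: % activation, nuclear-to-cytoplasmic median beta-catenin signal ratio per cell.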
Insulin prom up: MIN6 insulin promoter up-regulation | MIN6 insulin promoter-GFP reporter, high-content imaging; hits give high values | z-score at 5 µM | 0.3% of 190,000 active;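 active = z-score above 3 at 5 µM with at least 500 cells counted in the well; inconclusive = wells under 500 cells, flagged as cytotoxic or low count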
Dynein transport cytoplasmic EGFP: also measured in Dynein transport; calls as there; z-score; measured here: cytoplasmic GR-EGFP intensity; hits give high values
Dynein transport nuclear GR-EGFP: recorded beside Dynein transport, whose call it bears; z-score; measured here: nuclear GR-EGFP intensity;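 lower value marks the stronger effect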
Dynein transport cell count: recorded beside Dynein transport, whose call it bears; z-score; measured here: cell count per field
Insulin prom up cell count: further read-out of Insulin prom up, marked with its call; cell count; measured here: cytotoxicity, nuclei count;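 total cells summed across four imaged fields per well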
Lipid droplet cells 6.5 µM: recorded beside Lipid droplet, whose call it bears; cell count; measured here: cell count, cytotoxicity flag;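 cells counted across two imaged fields per well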
b-catenin transl cell count 5 µM: also measured in b-catenin transl; calls as there; cell count; measured here: cell count, cytotoxicity flag
T cell modulator vesicle-bound %: further read-out of T cell modulator, marked with its call; double positive events, %; measured here: CD8+ vesicle-bound cell fraction;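 binding gate set so that unloaded-vesicle control wells show 10% double positive cells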
MT stabilizer Hoechst-high %: second read-out of MT stabilizer, no call of its own (marks repeat the call); % Hoechst-high responders; measured here: nuclear condensation Hoechst responders;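 share of cells brighter than vehicle mean plus two SD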
MT stabilizer cytotoxicity %: second read-out of MT stabilizer, no call of its own (marks repeat the call); toxicity, %; measured here: cytotoxicity by cell density;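 0% = mean cell density of plate MIN control wells and 100% = no cells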
Autophagy HCS cell loss 18 h: second read-out of Autophagy HCS, no call of its own (marks repeat the call); toxicity, %; measured here: cell loss, nuclei count;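 cell loss after 18 h compound exposure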
Active calls of the source: *; i = inactive; ? = inconclusive; / = not tested or not shown. No enrichment for hits; 3% or so of the library scored in one or more.

smiles	CSM14.1 death rescue	MT stabilizer	MT stabilizer Hoechst-high %	MT stabilizer cytotoxicity %	T cell modulator	T cell modulator vesicle-bound %	Autophagy HCS	Autophagy HCS cell loss 18 h	Dynein transport	Dynein transport cytoplasmic EGFP	Dynein transport nuclear GR-EGFP	Dynein transport cell count	Salmonella PhoP GFP	Lipid droplet	Lipid droplet cells 6.5 µM	b-catenin transl	b-catenin transl cell count 5 µM	Insulin prom up	Insulin prom up cell count
CN(C)C(/C=C/Nc1ccc(O)cc1)=C(C#N)C#N	/	3.1	1.7	8.7	i	45.3	i	5.0	-1.04	-0.248	-0.791	0.535	2.5%	-10.6	685	0.8	1069	-0.38	1317
O=C(C1CCN(S(=O)(=O)N2CCOCC2)CC1)N1CCN(c2ccccc2)CC1	-2.2%	4.2	3.2	1.6	i	25.4	i	2.9	-1.21	-0.269	-0.542	0.781	-5.5%	/	/	-1.0	1367	-0.46	1594
Cc1ccc(C)c(NC(=O)c2ccccc2O)c1	-0.1%	5.6	2.6	0.1	i	27.0	i	-5.8	-0.918	-0.333	-0.361	0.227	-1.4%	/	/	0.5	1148	-0.32	1203
CCCc1cc(=O)[nH]c(SCC(=O)Nc2cc3c(cc2C(C)=O)OCO3)n1	-0.3%	2.2	1.9	4.4	i	45.3	i	-1.3	0.635	-0.147	0.355	0.9	4.1%	1.8	750	/	/	1.08	1299
CC(=O)C1=C(O)C(=O)N(c2ccc(S(N)(=O)=O)cc2)C1c1ccccc1F (stereo unspecified)	-1.8%	5.9	1.1	13.0	i	44.4	i	14.1	-0.163	-0.254	0.269	0.132	-9.2%	/	/	-4.7	1002	-0.13	1161
CN1CCc2c(OCC(=O)N3N=C(c4cccs4)CC3c3ccc(F)cc3)cccc2C1=O (stereo unspecified)	1.4%	5.9	2.9	5.1	i	37.4	i	13.2	0.416	-0.162	0.015	-0.294	-6.0%	5.4	655	-0.6	1115	0.03	1485
C=CCNS(=O)(=O)c1sccc1/C=N/O	-0.8%	5.2	2.5	7.7	i	12.4	i	6.2	0.535	-0.2	0.703	-0.903	17.4%	/	/	-3.4	982	0.37	1313
COCCCNC(=O)CCc1nc(-c2ccccc2)no1	1.0%	4.4	2.8	8.6	i	25.9	i	-15.5	0.116	-0.323	0.282	-0.394	4.4%	-1.7	723	-0.7	1162	-0.44	920
CC[n+]1c(/C=C2\Sc3ccccc3N2C)ccc2cccc(C)c21	-4.2%	67.3	24.4	85.1	/	/	?	/	-8.47*	-0.109*	-3.48*	0.594*	-55.6%	-166.9	421	5.0	849	?	/
CCOC(=O)c1cc(C#N)c(N2CCN(C)CC2)nc1-c1ccccc1	-2.7%	1.1	2.0	4.5	i	47.1	i	2.5	0.141	-0.226	0.0902	-0.91	-3.9%	-3.2	678	-3.8	1027	0.3	1599
FC(F)Oc1ccc(NC(=S)NCc2cccnc2)cc1	/	4.4	1.6	3.9	i	30.2	i	16.6	-0.967	-0.295	-0.381	0.617	12.9%	19.5	683	-0.7	1058	1.15	1300
Cc1ccc(CNC(=O)C2CCCN(S(=O)(=O)c3c(C)noc3C)C2)cc1 (stereo unspecified)	0.0%	3.4	1.6	0.3	/	/	i	1.1	0.222	-0.225	0.0661	-0.108	31.2%	-15.8	726	-2.6	1138	0.42	858
Cc1cc(S(=O)(=O)N(Cc2ccc(C(C)(C)C)cc2)Cc2cccs2)ccc1-n1cnnn1	2.9%	4.1	2.2	6.6	i	49.2	i	-7.7	3.27	-0.214	1.74	-1.74	22.8%	18.2	651	3.6	865	0.02	1342
CC1=CCC2C(=O)N(c3ccccc3OC(=O)c3ccccc3F)C(=O)C2C1 (stereo unspecified)	-0.3%	2.4	2.5	1.7	i	7.3	i	-5.9	-0.471	-0.311	-0.228	-0.0688	0.5%	1.6	716	/	/	-1.12	1366
COC(=O)C(CC(C)C)NC(=O)c1cccs1 (stereo unspecified)	-0.3%	1.6	1.9	2.3	i	53.8	i	12.0	0.769	-0.161	0.39	-0.315	3.8%	-0.8	697	1.5	955	/	/
Oc1nc(Nc2ccccc2)sc1/C=C1\C=Nc2ccccc21	/	/	/	/	i	35.4	/	/	-0.992	-0.265	-0.54	1.76	7.5%	/	/	0.5	1306	-0.05	1323
CSc1nc(C)c2c(n1)N(c1ccc(C(F)(F)F)cc1)CC2	-0.5%	1.5	1.2	6.2	i	35.7	i	-2.5	-0.588	-0.323	-0.146	0.632	5.6%	/	/	-0.5	1359	-0.48	1568
CCOC(=O)/C(C(C)=O)=C1/OC(=O)c2ccccc21	-1.0%	1.5	1.3	3.3	i	41.6	i	-10.6	-0.496	-0.186	0.0173	0.308	-6.2%	7.5	772	-3.0	1120	/	/
O=C(NCc1cccnc1)/C(=C/c1ccc(-c2ccc(Cl)cc2)o1)S(=O)(=O)c1ccccc1	-1.2%	62.6	2.2	85.9	i	34.7	i	-12.2	-5.34*	0.972*	-2.21*	-0.199*	5.8%	/	/	/	/	/	/
CC(C)COC(=O)c1cccc2c1-c1ccccc1/C2=N\O	-1.1%	2.9	1.5	4.8	i	20.5	i	-5.9	-0.388	-0.218	0.101	0.123	-3.8%	1.6	738	22.5	168	/	/
O=C(O)/C=C/C(=O)N1CCN(c2ccccc2F)CC1	-0.4%	4.3	3.2	1.8	i	46.8	i	-8.9	-0.707	-0.267	-0.553	0.333	11.7%	-0.5	682	-1.1	538	0.21	1305
CCn1cc(C(=O)NCc2ccc3c(c2)OCO3)c(=O)c2cc(F)c(N3CCN(C(=O)c4ccco4)CC3)cc21	7.8%	4.0	1.4	5.7	i	58.4	i	-0.9	0.83	0.0241	0.583	-0.639	0.2%	-12.8	710	1.5	1084	/	/
CC(=O)Nc1csc2ccccc12	-0.3%	2.8	2.3	8.9	i	25.7	i	-12.5	-0.177	-0.272	0.0188	0.466	3.1%	-7.3	558	0.0	1618	-0.17	1525
C#Cc1ccc([C@H]2C=C(C(=O)N3CCN(Cc4ccc5c(c4)OCO5)CC3)O[C@@H](OCc3ccc(CO)cc3)C2)cc1	0.1%	3.5	1.9	11.3	i	19.3	i	-1.6	-0.281	0.0441	0.246	0.0251	-1.5%	-17.2	658	-2.5	1172	0.36	1416
CC(C)Oc1ccc(C(=O)NC(Cc2c[nH]c3ccccc23)C(=O)NN)cc1 (stereo unspecified)	/	/	/	/	i	59.5	/	/	-0.652	-0.243	-0.258	0.892	-9.1%	-0.4	696	-0.6	1331	0.44	978
CCO/N=C/C1=C(O)C(C(=O)OC)C(C)(C)CC1=O (stereo unspecified)	-2.2%	4.4	1.4	10.8	i	30.4	i	-21.5	0.942	0.371	1.12	-1.17	-2.7%	24.8	659	0.0	1482	0.31	1518
COc1ccc(/C=N/NC(=O)c2ccn[nH]2)cc1COc1ccc([N+](=O)[O-])c(C)c1	/	/	/	/	i	25.2	/	/	0.211	-0.0605	-0.119	-0.149	-7.2%	-4.9	700	0.9	1290	-0.01	1275
CCOC(=O)C1=C(O)/C(=C\c2cc(C)n(-c3ccccc3F)c2C)N=C1C	-2.5%	4.0	1.6	19.0	i	50.1	i	9.1	0.095	0.562	0.95	-1.26	-6.3%	-21.9	698	-1.8	470	/	/
O=C(CCC(=O)N1CCN(S(=O)(=O)c2ccc(Cl)cc2)CC1)Nc1cccc(Br)c1	-0.6%	2.4	3.6	13.8	i	0.0	i	-53.2	-0.0708	-0.306	0.738	0.0933	8.4%	-24.7	648	2.3	915	/	/
O=C(COc1ccc(Cl)cc1Cl)NN=C1c2ccccc2-c2ccccc21	0.4%	5.2	2.3	6.9	i	47.3	i	1.3	-0.206	-0.246	-0.13	0.674	1.1%	7.0	649	1.5	942	-0.1	1201
Cn1c(SCCN2CCCCC2)nnc1-c1ccccc1Br	/	2.9	2.0	9.5	i	36.7	i	5.1	-0.691	-0.2	-0.144	1.04	5.5%	-4.5	684	/	/	-0.04	1116
O=S(=O)(c1ccc(F)cc1)N1CC=C(c2ccccc2)CC1	/	/	/	/	i	20.1	/	/	-0.0327	0.243	-0.224	0.29	-7.1%	-0.5	710	-0.2	1373	0.67	1431
NNC(=O)c1cnn(-c2ccccc2)c1C(F)(F)F	0.5%	1.3	1.3	3.0	i	32.6	i	1.8	-0.134	-0.218	-0.388	0.197	6.1%	/	/	3.1	1055	0.21	1007
COc1cccc(CN2CCN(Cc3ccc(O)cc3)CC2CCO)c1 (stereo unspecified)	0.0%	5.6	2.1	10.3	i	45.3	i	-12.6	1.62	-0.199	0.697	-0.63	0.3%	-21.3	670	0.1	1547	-0.29	1076
